High-throughput results (PubChem BioAssay)
V-ATPase pHluor: regulators of yeast V-ATPase proton transport. S. cerevisiae, pHLuorin cytosolic pH fluorescence. response, % at 10 µM. 0.37% of 350,000 active; in the data active = response mostly above about 7.3%, no sharp cut-off; inactive = mostly below about 5.4%; note: actives read high; inactives centre near 0; some compounds called inactive have numbers as strong as hits; reference of the scale not given here
HTR5A ag: HTR5A agonism, opioid heterodimer counter-screen. P47898. HTR5A agonist assay, luminescence, cell-based. activation, % at 9.3 µM. 0.61% of 340,000 active; in the data active = activation mostly above about 9.5%, no sharp cut-off; inactive = mostly below about 7.6%;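 note: 0% = cells with vehicle only and 100% = reference agonist; strong numbers were not always called active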
CDK5 p35 inh: blocks human CDK5/p35 kinase activity; Q00535+Q15078; Recombinant CDK5/p35, ADP-Glo luminescence, 60 min; inhibition, % at 10 µM; 0.01% of 330,000 active;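 active = highest replicate inhibition of at least 50% and at least 75% of replicates reaching 50%; inconclusive = only one of the two criteria met; inactive = both criteria failed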;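 note: plate controls were DMSO neutral control for no effect and GW8510 at 10 µM for full effect; many of its hits are not listed in these tables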
Target sequence (Q00535 whole entry, looked up): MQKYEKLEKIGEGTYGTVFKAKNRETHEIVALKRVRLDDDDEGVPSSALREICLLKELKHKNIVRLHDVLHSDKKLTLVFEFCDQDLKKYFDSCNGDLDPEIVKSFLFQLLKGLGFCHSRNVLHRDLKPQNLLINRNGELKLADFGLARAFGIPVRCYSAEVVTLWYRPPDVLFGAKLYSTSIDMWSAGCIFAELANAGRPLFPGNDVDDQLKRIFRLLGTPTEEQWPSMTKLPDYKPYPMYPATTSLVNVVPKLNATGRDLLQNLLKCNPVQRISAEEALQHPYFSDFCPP
Target sequence (Q15078 whole entry, looked up): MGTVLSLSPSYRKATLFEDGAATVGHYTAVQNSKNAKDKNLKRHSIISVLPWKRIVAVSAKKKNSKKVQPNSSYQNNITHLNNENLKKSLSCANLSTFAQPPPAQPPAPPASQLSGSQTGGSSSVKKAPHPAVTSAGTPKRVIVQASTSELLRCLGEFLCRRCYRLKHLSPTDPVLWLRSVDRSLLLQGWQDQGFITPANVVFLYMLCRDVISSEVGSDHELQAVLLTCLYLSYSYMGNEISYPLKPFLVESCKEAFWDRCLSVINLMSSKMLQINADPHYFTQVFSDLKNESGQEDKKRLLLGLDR
SR-BI HDL uptake: blocks mouse SR-BI lipid uptake from DiI-HDL; Q61009; inhibition, % at 12.5 µM; ldlA[mSR-BI] CHO cells, DiI-HDL uptake fluorescence, 3 h; 0.96% of 320,000 active; AID 488896;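 active = mean replicate inhibition of at least 70% and a set share of replicates each scoring 70 or more; inconclusive = meets just one of the two criteria; inactive = fails both criteria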;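 note: 0% = median of neutral control wells and 100% = median of positive control wells; values of inactives mirror those of a sister screen read the other way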
Target sequence (Q61009 whole entry, looked up): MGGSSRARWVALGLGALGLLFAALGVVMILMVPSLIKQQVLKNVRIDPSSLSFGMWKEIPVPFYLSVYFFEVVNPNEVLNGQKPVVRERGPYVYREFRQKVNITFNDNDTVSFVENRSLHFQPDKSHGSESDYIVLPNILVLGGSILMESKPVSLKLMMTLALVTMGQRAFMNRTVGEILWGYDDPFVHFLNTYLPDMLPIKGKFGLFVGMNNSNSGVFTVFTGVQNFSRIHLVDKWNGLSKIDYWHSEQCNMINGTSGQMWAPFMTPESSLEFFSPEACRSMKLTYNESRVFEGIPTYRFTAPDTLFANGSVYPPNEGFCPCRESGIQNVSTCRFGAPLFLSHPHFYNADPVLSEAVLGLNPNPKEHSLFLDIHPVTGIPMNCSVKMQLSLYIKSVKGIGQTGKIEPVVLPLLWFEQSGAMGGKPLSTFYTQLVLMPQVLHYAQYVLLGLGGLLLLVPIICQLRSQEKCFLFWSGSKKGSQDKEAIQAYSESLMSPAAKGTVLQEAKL
PvdQ acylase: blocks Pseudomonas aeruginosa PvdQ acylase activity; purified PvdQ acylase, fluorescence plate reader; AID 488965; 0.063% of 340,000 active; inhibition, % at 10 µM; in the data active = inhibition above about 30%, passing the limit was not always enough; inconclusive = no clear call, values can overlap the other calls;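 note: 0% = vehicle neutral wells and 100% = reference inhibitor wells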
MITF TRPM1 HTS: MITF TRPM1 promoter activation in melanoma cells | SK-MEL-5 TRPM1-promoter luciferase, 24 h; % of positive control, neutral wells = 0 | activation, % at 12.5 µM | AID 588334 | 0.75% of 300,000 active;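 active = mean activation of at least 80% with every replicate also reaching 80%; inconclusive = mean reaches 80% but some replicate falls short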;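 note: 0% = neutral control wells and 100% = parthenolide positive control wells; values of inactives mirror those of a sister screen read the other way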
dFosB act: activators of mouse delta FosB homodimer. activation, % at 25 µM. AID 493131. purified delta FosB, TAMRA-CDK5 oligo fluorescence polarization; percent of positive-control signal above neutral wells. P13346. 0.99% of 340,000 active;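 active = mean activation above about 17%, with every replicate also reaching it, limit read from the data, passing the limit was not always enough; inconclusive = only one of the two conditions met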;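 note: fluorescence polarization rise as delta FosB binds a TAMRA Cdk5 AP-1 oligo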
Wnt bcat act: Wnt/beta-catenin pathway activation | Wnt/beta-catenin reporter cell assay, activator, plate reader | activation, % at 9.35 µM | 1.2% of 300,000 active; in the data active = activation above about 30%, passing the limit was not always enough; inconclusive = no clear call, values can overlap the other calls;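 note: 0% = neutral control wells and 100% = positive control wells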
HTR5A inv ctr: HTR5A inverse agonism, opioid heterodimer counter-screen; P47898; HTR5A cell line, luminescence; inhibition, % at 9.3 µM; 0.083% of 340,000 active; AID 504634; in the data active = inhibition mostly above about 23%, no sharp cut-off; inactive = mostly below about 18%;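 note: 0% = cells with DMSO and 100% = no-cell wells with DMSO; some compounds called inactive have numbers as strong as hits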
NSD2 HMT inh: NSD2 (human) methyltransferase inhibition; O96028; NSD2 peptide methylation, AlphaScreen, 120 min; inhibition, % at 12.5 µM; 0.54% of 310,000 active; AID 743445; in the data active = inhibition above about 50%
Starred values were filed as active, the others as inactive; ? = inconclusive; / = not tested or not shown; & = joins results of further samples.

no.	canonical_smiles	V-ATPase pHluor	HTR5A ag	CDK5 p35 inh	SR-BI HDL uptake	PvdQ acylase
1	CC(C)(C)c1nc2c(s1)CCc1onc(-c3ccc(Br)cc3)c1-2	4	3	-1.1	-8	-14
2	O=C(Nc1cc(=O)[nH]c(=O)[nH]1)c1cc(Cl)ccc1Cl	-3	0	-1.7	-24	-10
3	Cc1cc(Br)c2nc3c(c(C(=O)O)c2c1)CCCCC3	-1	7	-1.0	-18	9
4	CC(C)(C)c1ccccc1NC(=S)NCc1ccccc1	-3	-5	1.2	14	16
5	CN(C)CC1CCC/C(=C\c2ccc(OC(=O)c3ccc(Cl)cc3)cc2)C1=O (stereo not drawn)	0	1	1.8	3	-13
6	S=C(NCCN1CCOCC1)Nc1ccc(-c2nc3ccccc3[nH]2)cc1	1	1	-0.8	26	-3
7	CCCCNC(=O)N1CCCN(c2ccc(C#N)cn2)CC1	0	-1	0.0	-6	-10
8	O=C(CSc1nnc(CNC(=O)c2ccc(F)cc2)o1)NCC1CCCO1 (stereo not drawn)	-3	-3	0.7	-10	8
9	CC1CCCCC1NC(=O)COC(=O)c1ccc2c(c1)OCCO2 (stereo not drawn)	0	0	0.1	-16	1
10	Cc1ccc(-c2nnc(SCC(=O)N/N=C/c3ccc(C)s3)n2-c2ccccc2)cc1	9	3	-0.3	-5	-4
11	CCn1c(=O)c(C(=O)NCCNCCO)c(O)c2ccccc21	-2	-1	-0.4	-23	-4
12	Nc1nc(SCC(=O)NCCO)nc2sc3c(c12)CCCC3	1	-4	0.7	23	-12

no.	MITF TRPM1 HTS	dFosB act	Wnt bcat act	HTR5A inv ctr	NSD2 HMT inh
1	-5	-5	0	-7	/
2	-17	5	-4	2	0
3	1	-4	/	-18	-3
4	5	-2	-1	8	0
5	-92	0	-8	-5	/
6	36	0	2	14	1
7	-1	1	-1	2	-3
8	3	2	-1	7	10
9	7	-9	-1	0	-1
10	0	?	-5	12	1
11	-12	4	/	0	-1
12	15	1	-2	11	-3

Continuation:
no.	canonical_smiles	V-ATPase pHluor	HTR5A ag	CDK5 p35 inh	SR-BI HDL uptake	PvdQ acylase
13	Cc1ccccc1/C=C/C(=O)NCC(=O)N1CCC(N(C)C2CCCCC2C)CC1 (stereo not drawn)	-1	6	-1.1	-7	5
14	COc1ccc(N=Cc2nc(-c3ccco3)oc2O)cc1	0	2	-0.9	4	-1
15	Cn1nc(C(=O)NC2CCCCC2)c2c1-c1ccccc1S(=O)(=O)C2	-7	4	-0.7	36	5
16	CCOC(=O)N1CCN(S(=O)(=O)c2cccc3nsnc23)CC1	-1	-2	-0.8	/	-7
17	CC(C)[C@H](NS(=O)(=O)c1ccccc1)C(=O)OCC(=O)NC(=O)c1cccn1C	-4	2	0.6	2	-12
18	CCOC(=O)N1CCC(N2CCCC(CO)(Cc3cccc(OC)c3)C2)CC1 (stereo not drawn)	-2	0	-2.4	-3	-15
19	Cn1nnc(NC(=O)c2ccc3ccccc3c2)n1	/	-3	0.8	63	4
20	O=C(COc1ccccc1Cl)NCCCNC(=O)c1cnccn1	6	1	-1.6	/	-13
21	CCNC(=O)NC(=O)C(C)SCc1ccccc1C (stereo not drawn)	-2	1	0.0	-26	-4
22	CC(NC(=O)COC(=O)CSc1ccc(F)cc1)c1ccc(F)cc1 (stereo not drawn)	-3	-5	0.2	-19	-7
23	CCOc1ccc(-c2nc(CSc3nnc(C)s3)cs2)cc1OC	-2	3	0.1	24	2
24	Cn1c(NN)nc2ccccc2c1=O	-2	-6	-0.6	13	6

no.	MITF TRPM1 HTS	dFosB act	Wnt bcat act	HTR5A inv ctr	NSD2 HMT inh
13	-1	-10	-1	-6	5
14	99*	-9	/	-5	1
15	9	-10	0	-13	2
16	3	-2	-1	6	0
17	-2	-1	/	-11	-8
18	-3	5	-5	11	-3
19	31	-2	/	6	4
20	-2	0	0	-1	-1
21	-5	-5	/	3	0
22	3	-8	1	14	23
23	/	-5	-2	-7	0
24	-18	1	-1	14	-3

The listing continues:
no.	canonical_smiles	V-ATPase pHluor	HTR5A ag	CDK5 p35 inh	SR-BI HDL uptake	PvdQ acylase
25	Cc1ccc(-c2nc(SC(C)C(=O)N3CCCC3)n[nH]2)cc1 (stereo not drawn)	-1	0	0.2	-18	1
26	COc1ccc(Nc2nc(-c3ccccc3O)nc3ccccc23)cc1	4	3	0.4	52	-3
27	COc1ccccc1NC(=O)NCC(=O)Nc1ccc(F)c(F)c1	4	2	0.1	24	-11
28	Cc1cc(C)cc(NS(=O)(=O)c2ccc(Oc3ncc(C(F)(F)F)cc3Cl)cc2)c1	6	9	-0.7	11	-7
29	CCCCn1c(N)c(N(CCOC)C(=O)c2cccc(N3C(=O)c4ccccc4C3=O)c2)c(=O)[nH]c1=O	8	-13	-1.1	-38	-11
30	O=C(c1csc2ccccc12)N1CCN(c2ccc(Cl)c(Cl)c2)CC1	-1	3	-0.6	-30	-12
31	COCC(C)n1c(C)cc(C(=O)CSc2nnnn2C2CCCC2)c1C (stereo not drawn)	0	7	-1.0	-13	-12
32	O=C1C2CCCN2C(=S)N1c1cc(Cl)ccc1Cl (stereo not drawn)	0	5	1.5	-14	-14
33	Cc1occc1C(=O)N1CCN(c2ccc([N+](=O)[O-])cc2)CC1	-2	5	0.2	5	-9
34	COc1cc2[nH]c(C(=O)Nc3ccc(F)cc3)cc2c(OC)c1OC	-1	-1	-0.7	59	4
35	C=CCn1cnc2c(nnn2-c2ccc(OC)c(OC)c2)c1=O	4	-1	1.7	-7	-7
36	CCOc1ccccc1NC(=O)Cn1c(=O)c2ccccc2n(CC)c1=O	1	-2	1.0	13	-2

no.	MITF TRPM1 HTS	dFosB act	Wnt bcat act	HTR5A inv ctr	NSD2 HMT inh
25	-12	-4	3	0	-4
26	3	-4	1	-9	-2
27	14	1	/	12	44
28	-7	-14	-11	-3	-3
29	-5	-2	3	31	-1
30	/	-4	1	-9	0
31	-4	-7	1	-18	1
32	4	-5	8	-14	-2
33	4	-4	-3	20	0
34	0	-6	-3	3	-1
35	4	0	-3	36	-1
36	-5	-9	/	-18	6

Continued:
no.	canonical_smiles	V-ATPase pHluor	HTR5A ag	CDK5 p35 inh	SR-BI HDL uptake	PvdQ acylase
37	CC(C)=CC(=O)N1CCCC(N2CCN(c3ccc(F)cc3)CC2)C1 (stereo not drawn)	5	6	-0.3	2	-1
38	CCn1c(CC(=O)Nc2ccc(Cl)c(Cl)c2)nnc1SCc1ccc(Cl)cc1	2	-2	0.1	19	-10
39	CC(CCC(=O)O)C1CCC2C3CC(O)C4CC(O)CC[C@]4(C)C3CCC12C (stereo partly drawn)	-4	3	-0.4	-21	-4
40	CC1CC(C)CN(S(=O)(=O)c2ccc3c(c2)n(C)c(=O)c(=O)n3C)C1 (stereo not drawn)	-2	1	-2.3	-13	-18
41	COc1cc2c(cc1OC)C1C/C(=N\O)C(CC(C)C)CN1CC2 (stereo not drawn)	5	-11	0.1	8	-10
42	Cc1ccc(C(=O)COC(=O)c2cc(Cl)ccc2O)cc1[N+](=O)[O-]	1	-3	-0.9	-8	-3
43	Cc1ccc2c(CNCc3ccccc3)cc(=O)oc2c1	-1	-8	0.3	15	-15
44	COc1ccc(COCC(O)CN2CCC(CN3C(=O)c4cccc5cccc(c45)C3=O)CC2)cc1OC (stereo not drawn)	6	-3	-1.3	39	-16
45	Cc1sc(NC(=O)c2ccccc2)c(C(=O)N2CCN(C)CC2)c1C	0	2	-1.0	5	6
46	O=C(COC(=O)c1ccccc1Cl)Nc1cccnc1Cl	1	2	-1.9	-2	3
47	CC(=O)Nc1ccc(S(=O)(=O)Nc2cc(C)ccn2)cc1	-1	0	2.0	-9	-20
48	CC(C)(C)N1CC2(c3ccccc3)CN(C(C)(C)C)CC(c3ccccc3)(C1)C2=O	1	5	1.2	-8	-4

no.	MITF TRPM1 HTS	dFosB act	Wnt bcat act	HTR5A inv ctr	NSD2 HMT inh
37	3	-1	1	-18	-1
38	-5	-6	/	5	-7
39	2	-4	-1	2	/
40	-8	3	2	-2	1
41	-4	-13	/	-8	2
42	10	?	0	-15	-1
43	-7	-7	-2	19	9
44	-24	28*	/	-14	9
45	-1	1	/	3	1
46	15	-3	-3	13	-2
47	8	9	/	-1	-3
48	5	6	0	-27	0

Next structures:
no.	canonical_smiles	V-ATPase pHluor	HTR5A ag	CDK5 p35 inh	SR-BI HDL uptake	PvdQ acylase
49	COc1ccccc1N1CCN(S(=O)(=O)CCNC(=O)CCCc2ccccc2)CC1	-3	-2	-0.2	-38	-5
50	CSCCC(NC(=O)/C(=C/c1ccc2c(c1)OCO2)NC(=O)c1cccc([N+](=O)[O-])c1)C(=O)O (stereo not drawn)	3	-1	-0.1	-9&-2	2&10
51	CN(C)CCP(=O)(c1ccccc1)c1ccccc1	2	2	-3.7	0	-7
52	CN(C)C(=S)NC1CCS(=O)(=O)C1 (stereo not drawn)	1	2	1.0	-8	-7
53	CC(C)C(NC(=O)C1CC(=O)N(Cc2ccccc2)C1)c1nc2ccccc2[nH]1 (stereo not drawn)	2	0	-0.1	-15	-5
54	COc1cccc(C(=O)OCc2ccccc2C#N)c1O	-6	1	0.7	-17	10
55	CC1(c2ccc3ccccc3c2)NC(=O)N(CC(=O)N2CCN(Cc3ccccc3)CC2)C1=O (stereo not drawn)	-1	-7	-1.7	2	8
56	Nc1cc(C(=O)N2CCCC2)cc(C(=O)N2CCCC2)c1	-1	-3	1.6	-10	-10

no.	MITF TRPM1 HTS	dFosB act	Wnt bcat act	HTR5A inv ctr	NSD2 HMT inh
49	3	0	4	6	-6
50	6	5	2	2	0
51	3	5	2	-12	5
52	2	2	0	-5	-1
53	7	-5	-1	-1	1
54	/	-14	5	4	/
55	-41	-13	/	17	/
56	-5	4	/	-14	-4

Among those listed so far, 8 have an aryl thioether with sulfur outside any ring:
no.	canonical_smiles	V-ATPase pHluor	HTR5A ag	CDK5 p35 inh	SR-BI HDL uptake	PvdQ acylase
8	O=C(CSc1nnc(CNC(=O)c2ccc(F)cc2)o1)NCC1CCCO1 (stereo not drawn)	-3	-3	0.7	-10	8
10	Cc1ccc(-c2nnc(SCC(=O)N/N=C/c3ccc(C)s3)n2-c2ccccc2)cc1	9	3	-0.3	-5	-4
12	Nc1nc(SCC(=O)NCCO)nc2sc3c(c12)CCCC3	1	-4	0.7	23	-12
22	CC(NC(=O)COC(=O)CSc1ccc(F)cc1)c1ccc(F)cc1 (stereo not drawn)	-3	-5	0.2	-19	-7
23	CCOc1ccc(-c2nc(CSc3nnc(C)s3)cs2)cc1OC	-2	3	0.1	24	2
25	Cc1ccc(-c2nc(SC(C)C(=O)N3CCCC3)n[nH]2)cc1 (stereo not drawn)	-1	0	0.2	-18	1
31	COCC(C)n1c(C)cc(C(=O)CSc2nnnn2C2CCCC2)c1C (stereo not drawn)	0	7	-1.0	-13	-12
38	CCn1c(CC(=O)Nc2ccc(Cl)c(Cl)c2)nnc1SCc1ccc(Cl)cc1	2	-2	0.1	19	-10

no.	MITF TRPM1 HTS	dFosB act	Wnt bcat act	HTR5A inv ctr	NSD2 HMT inh
8	3	2	-1	7	10
10	0	?	-5	12	1
12	15	1	-2	11	-3
22	3	-8	1	14	23
23	/	-5	-2	-7	0
25	-12	-4	3	0	-4
31	-4	-7	1	-18	1
38	-5	-6	/	5	-7
